# Assay outcomes: PubChem, several laboratories
# PhoP inhibition: inhibitors of PhoP regulon expression, primary screen, Salmonella Typhimurium, GFP reporter (AID 1863); S. Typhimurium PhoP-regulated promoter GFP reporter, 4 h; higher % means a stronger effect; 300,000 compounds, 0.16% hits; inhibition, % at 50 µM, or IC50 in µM where a hit was titrated;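 active = inhibition over 29.93%, a cutoff 3 SD above the screen mean, later confirmed by dose response; inconclusive = inhibition over 29.93% but no dose response follow-up; inactive = inhibition at most 29.93% or unconfirmed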;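 also: 0% = low Mg2+ inducing control and 100% = high Mg2+ repressing control; strong numbers were not always called active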
# MgcRacGAP inhibition: MgcRacGAP GTPase-activating activity inhibitors, confirmation, biochemical, ADP Hunter fluorescence; MgcRacGAP-stimulated Rac1 GTP hydrolysis, ADP Hunter fluorescence; higher % means a stronger effect; GST-tagged Rac1 F28L mutant substrate; inhibition, % at 30 µM; hits with a dose series show IC50 in µM; 340,000 compounds, 0.6% hits; AID 624330;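 active = first-screen hits whose inhibition reached a set limit at any dose in the follow-up dose series; inconclusive = inhibition above the set first-screen limit but never retested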;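 also: fluorescence reports GDP produced by GAP-driven GTP hydrolysis; strong numbers were not always called active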
# NTR1 agonist: NTR1-driven beta-arrestin-GFP spot formation – imaging, U2OS cells, high content, primary screen (AID 493036). activation, % at 20 µM. 330,000 compounds, 0.17% hits. agonist mode;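 active = activation at or above 40% of the spot to cytoplasm intensity ratio, with at least 20 cells analyzed; inconclusive = wells under 20 cells, flagged as cytotoxic or low count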;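 also: 0% = DMSO without peptide and 100% = 100 nM NTR1 peptide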
# Target sequence (P30989 whole entry, looked up): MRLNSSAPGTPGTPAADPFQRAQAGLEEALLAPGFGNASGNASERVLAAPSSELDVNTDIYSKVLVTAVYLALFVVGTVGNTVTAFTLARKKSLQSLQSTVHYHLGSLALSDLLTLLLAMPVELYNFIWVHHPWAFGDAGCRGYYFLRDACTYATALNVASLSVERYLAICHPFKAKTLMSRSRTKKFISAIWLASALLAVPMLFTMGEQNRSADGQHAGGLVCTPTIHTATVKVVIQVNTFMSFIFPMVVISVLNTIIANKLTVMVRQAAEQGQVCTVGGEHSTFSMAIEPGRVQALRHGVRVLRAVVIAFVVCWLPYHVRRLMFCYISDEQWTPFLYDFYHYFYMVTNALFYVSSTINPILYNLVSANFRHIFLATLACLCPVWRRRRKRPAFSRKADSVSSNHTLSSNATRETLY
# Large T inhibition: SV40 large T antigen inhibitors, biochemical (AID 1903); SV40 large T antigen ATPase/helicase inhibition assay; higher % means a stronger effect; one-dose inhibition, % at 20 µM; IC50 in µM for titrated hits; 310,000 compounds, 0.39% hits; in the data active = a potency from the dose series; inconclusive = inhibition mostly from about 32% at the one dose, without a potency; inactive = the rest, 99 in 100 with inhibition below about 32%; also: strong numbers were not always called active
# NS5 inhibitors: Dengue-2 NS5 methyltransferase inhibitors, primary screen, biochemical, confirmation dose response (AID 588689); inhibition, % at 25 µM, or IC50 in µM where a hit was titrated; Dengue-2 NS5 methyltransferase capping enzyme assay, biochemical; higher % means a stronger effect; 340,000 compounds, 0.3% hits; in the data active = a potency from the dose series; inconclusive = inhibition above about 29% without an active follow-up result
# T cell modulator: modulates CD8 T cell binding to vesicles; 2C CD8+ T cell-vesicle binding, flow cytometry; stronger effect = lower value; calls only at 7 µM; 330,000 compounds, 0.068% hits; AID 2052;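 active = response, share of CD8 T cells binding vesicles, and their 90th percentile fluorescence all below set limits, cut at about 80% in these data, passing the limit was not always enough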
#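 Assay system – 2C mouse CD8+ T cells · Also added – QL9-loaded Drosophila micro-vesicles · Timing – Cell–vesicle co-incubation 1.5 h at 37 °C, staining 20 min on ice · Signal – flow cytometry of vesicle-bound cells · Measure – percent CD8+ FL2 mean versus row control · Controls – Peptide-free naked vesicles (low) and QL9 vesicles with 0.7% DMSO vehicle (high)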
# West Nile virus CPE: West Nile virus antiviral activity, cell-based, CPE readout (AID 1621). West Nile virus-infected cells, CPE inhibition; higher % means a stronger effect. CPE inhibition, % at 10 µM; hits with a dose series show IC50 in µM. 290,000 compounds, 0.02% hits; in the data active = a potency from the dose series; inconclusive = CPE inhibition mostly from about 3.7% at the one dose, without a potency; inactive = the rest, 99 in 100 with CPE inhibition below about 2.2%; also: strong numbers were not always called active
# RSV CPE inhibition: inhibition of RSV-induced cytopathic effect – HEp-2 cells, primary 10 µM value included (AID 2391); HEp-2 cells, RSV-induced CPE inhibition; higher % means a stronger effect; CPE inhibition, % at 10 µM, or IC50 in µM where a hit was titrated; 310,000 compounds, 0.13% hits; in the data active = a potency from the dose series; inconclusive = CPE inhibition mostly from about 23% at the one dose, without a potency; inactive = the rest, 99 in 100 with CPE inhibition below about 21%; also: strong numbers were not always called active
# UTI89 phage lysis: protection from phage-mediated lysis, alamar blue read-out – E. coli UTI89, K1F phage, bacterial capsule biogenesis inhibitors (AID 488966); E. coli UTI89 K1F phage lysis, alamar blue, 2 h; higher % means a stronger effect; inhibition, % at 100 µM; hits with a dose series show IC50 in µM; 340,000 compounds, 0.02% hits;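 active = phage lysis inhibition, versus mean bacterial control, above a set limit; inconclusive = no clear call, values can overlap the other calls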;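 also: capsule biogenesis inhibitors block K1F phage lysis so surviving cells raise fluorescence; higher fluorescence means more inhibition of phage lysis; actives were called in the ten point dose series up to 300 µM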
# T cell modulator vesicle-bound %: recorded beside T cell modulator, whose call it bears; double positive events, %; measured here: CD8+ vesicle-bound cell fraction;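 binding gate set so that unloaded-vesicle control wells show 10% double positive cells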
# NTR1 agonist cell count 20 µM: also measured in NTR1 agonist; calls as there; cell count; measured here: cell count, cytotoxicity flag
# Numbers without * were called inactive; i = inactive; ? = inconclusive; . = not tested or not shown; [ ] = another dose, or the depositor's remark.
SMILES	PhoP inhibition	MgcRacGAP inhibition	NTR1 agonist	NTR1 agonist cell count 20 µM	Large T inhibition	NS5 inhibitors	T cell modulator	T cell modulator vesicle-bound %	West Nile virus CPE	RSV CPE inhibition	UTI89 phage lysis
CNC(=O)COc1ccc(S(=O)(=O)Nc2ccc(C)cc2)cc1	-11%	7%	1.4	64	9%	-4%	i	29	0.0%	0.4%	-0.1%
Cn1cnnc1SCC(=O)NNC(=O)c1ccc([N+](=O)[O-])cc1	.	4%	3.5	49	.	6%	i	51	.	.	-0.3%
CCN(C(=O)COC(=O)/C=C/c1ccco1)C1CCCCC1	.	-2%	-0.3	64	.	0%	i	52	.	.	0.7%[50 µM]
Cc1cc(C)c2[nH]c(=O)c(CN(CC3CCCO3)C(=S)NCc3ccco3)cc2c1 (centres undefined)	-6%	11%	2.8	54	6%	3%	i	56	-0.8%	1.9%	2.4%[50 µM]
O=C(O)c1ccc(NC(=O)C(c2ccccc2)c2ccccc2)cc1	-8%	7%	-0.5	52	12%	-5%	i	39	-0.8%	0.7%	-0.3%
CN(C)CCNC(=O)c1onc(CSc2ccc(F)c(F)c2)c1C(=O)NCCN(C)C	-6%	3%	-4.7	84	-3%	-9%	i	20	?	-3.7%	0.7%
CCN(CC)C(=O)CSc1nnc(-c2cccc(OC)c2)o1	-7%	1%	-1.4	83	11%	-3%	i	47	-0.8%	1.2%	0.2%
CN(C(=O)COC(=O)c1cccs1)c1c(N)n(Cc2ccccc2)c(=O)[nH]c1=O	0%	4%	-0.7	71	3%	-2%	i	28	.	1.1%	0.8%[50 µM]
COc1ccc(NC(=O)Cc2nnc(SCC(=O)NC3CCCCC3C)n2C)cc1 (centres undefined)	-2%	5%	-1.8	55	8%	-11%	i	16	0.6%	2.5%	0.3%
O=C(CN1C(=O)COc2ccc(S(=O)(=O)N3CCOCC3)cc21)NCc1ccco1	-9%	-8%	0.0	60	17%	-10%	i	52	0.0%	0.6%	-0.6%[50 µM]
COc1ccc(CN2CCOCC2)cc1	-13%	10%	0.8	50	9%	-2%	i	26	0.0%	-0.7%	0.1%
COc1ccccc1N1CCN(S(=O)(=O)CCNC(=O)c2cccc(F)c2)CC1	-3%	5%	-0.2	48	6%	-4%	i	51	.	2.9%	0.2%[50 µM]
COc1ccccc1CNc1nc(=S)[nH]c2cc(OC)c(OC)cc12	2%	21%	-0.3	96	10%	-8%	i	52	-1.3%	0.5%	-0.3%
CC(C)(CNc1ccc(S(=O)(=O)C(F)(F)F)cc1[N+](=O)[O-])N1CCOCC1	-4%	6%	3.4	52	-6%	1%	i	70	-1.1%	9.1%	0.4%
COc1cc2c(cc1NC(=O)CSc1nccn1C)oc1ccccc12	3%	7%	-0.5	91	8%	.	i	47	-1.6%	?	1.6%
CC(CN1CCC(n2nccc2NC(=O)c2ccccc2Cl)CC1)c1ccccc1 (centres undefined)	-3%	5%	0.4	56	12%	1%	i	25	-0.9%	0.6%	0.1%
O=C(COC(=O)C1CCN(S(=O)(=O)c2cccs2)CC1)c1cc2ccccc2o1	5%	2%	7.3	86	-2%	2%	i	55	-0.1%	1.9%	2.3%
COc1ccc(S(=O)(=O)N2CCC[C@H]2C(=O)NCc2ccc(Cl)cc2)cc1	-7%	2%	0.4	71	12%	-5%	i	28	-0.6%	1.3%	0.0%
CCOc1cc(C(N)=O)cc(Cl)c1OCC	3%	-1%	1.6	62	3%	-10%	i	30	-0.1%	-0.4%	-0.6%
NC(=NCCc1ccccc1)NC(=O)c1cc(Cl)ccc1O	.	4%	1.0	52	11%	1%	i	50	.	0.2%	0.6%
O=C(COC(=O)c1cccc(Br)c1)NCCC1=CCCCC1	6%	0%	0.7	52	6%	0%	i	52	1.5%	-0.6%	0.6%
CCc1cc(C(=O)N2CCCC(C(=O)c3ccc(Cl)cc3)C2)no1 (centres undefined)	4%	0%	1.0	49	5%	-13%	i	9	-0.4%	2.9%	0.2%
COc1ccccc1NC(=O)Cn1cc(C(=O)C(=O)N2CCOCC2)c2ccccc21	-4%	-1%	1.6	56	14%	3%	i	12	-1.0%	2.1%	-0.5%[50 µM]
Cc1ccc(N=C2NC(=O)S/C2=C\c2ccco2)cc1	-12%	5%	0.2	82	9%	-54%	i	44	-0.2%	4.0%	0.0%
Cc1[nH]c2ccc(F)cc2c1CCN(Cc1ccncc1)C(=S)Nc1ccccc1	2%	2%	0.9	41	4%	-9%	i	2	-0.7%	-1.4%	0.3%

# 4 compounds already listed, sorted by length of the SMILES, lowest first.
SMILES	PhoP inhibition	MgcRacGAP inhibition	NTR1 agonist	NTR1 agonist cell count 20 µM	Large T inhibition	NS5 inhibitors	T cell modulator	T cell modulator vesicle-bound %	West Nile virus CPE	RSV CPE inhibition	UTI89 phage lysis
CN(C)CCNC(=O)c1onc(CSc2ccc(F)c(F)c2)c1C(=O)NCCN(C)C	-6%	3%	-4.7	84	-3%	-9%	i	20	?	-3.7%	0.7%
O=C(CN1C(=O)COc2ccc(S(=O)(=O)N3CCOCC3)cc21)NCc1ccco1	-9%	-8%	0.0	60	17%	-10%	i	52	0.0%	0.6%	-0.6%[50 µM]
Cc1cc(C)c2[nH]c(=O)c(CN(CC3CCCO3)C(=S)NCc3ccco3)cc2c1 (centres undefined)	-6%	11%	2.8	54	6%	3%	i	56	-0.8%	1.9%	2.4%[50 µM]
CC(C)(CNc1ccc(S(=O)(=O)C(F)(F)F)cc1[N+](=O)[O-])N1CCOCC1	-4%	6%	3.4	52	-6%	1%	i	70	-1.1%	9.1%	0.4%

# (further entries)
SMILES	PhoP inhibition	MgcRacGAP inhibition	NTR1 agonist	NTR1 agonist cell count 20 µM	Large T inhibition	NS5 inhibitors	T cell modulator	T cell modulator vesicle-bound %	West Nile virus CPE	RSV CPE inhibition	UTI89 phage lysis
O=C(CN1CCN(Cc2ccc(F)cc2Cl)C1=O)NCc1cccs1	-4%	9%	1.1	71	18%	-5%	i	34	0.3%	-0.7%	0.1%
Cc1ccc(NC(=O)CN(C)C(=O)CSc2nnc(C)s2)cc1	.	-1%	-1.3	52	.	9%	i	26	.	.	1.3%
COC(=O)COc1ccc(-n2cnnn2)cc1	7%	-8%	-0.1	92	10%	8%	i	54	0.3%	0.2%	0.1%
CCc1nc(N2CCN(S(=O)(=O)c3ccc(Br)cc3)CC2)c2c(C)c(C)sc2n1	.	5%	5.9	52	.	-3%	i	29	-0.5%	16%	0.0%
Cc1cc(NC(=O)c2ccccc2C)n(-c2cccc(F)c2)n1	7%	9%	-0.5	97	1%	-5%	i	41	-0.8%	-0.1%	0.2%
O=C(COC(=O)CCc1c[nH]c(=O)[nH]1)Nc1cccc(Cl)c1	-7%	10%	1.6	71	0%	-15%	i	44	-0.4%	0.4%	2.8%
Cn1cc(C[C@H](NC(=O)OC(C)(C)C)C(=O)N[C@H](CO)Cc2ccccc2)c2ccccc21	-7%	2%	5.1	76	3%	-2%	i	27	-0.5%	1.3%	-0.5%
CCOC(=O)c1c(/N=C/C2=C(O)CCCC2=O)sc2c1CCCC2	3%	.	1.8	44	15%	.	i	12	0.0%	2.4%	.
O=[N+]([O-])c1ccc(C2=Nn3cnnc3SC2)cc1	-10%	.	-0.2	47	9%	.	i	16	0.5%	2.2%	.
O=C(c1ccc(Cl)c(S(=O)(=O)NCc2ccco2)c1)N1CCN(c2ccccc2F)CC1	-17%	7%	2.6	59	4%	-1%	i	36	3.0%	3.4%	1.1%
Cc1ccc2[nH]c(=O)c(CN(CCCN3CCOCC3)C(=O)Nc3cccc(Cl)c3)cc2c1	7%	11%	1.1	56	10%	4%	i	34	2.3%	0.7%	0.7%[50 µM]
CCOc1ccc(CN(C)C(=O)CN2C(=O)NC3(CCCc4ccccc43)C2=O)cc1 (centres undefined)	.	13%	-0.2	85	.	-1%	i	48	.	1.1%	-0.2%[50 µM]
COc1ccc(NS(=O)(=O)c2cc(C)ccc2C)cc1	3%	-3%	1.2	59	4%	-10%	i	18	-0.1%	0.8%	i
Cc1ccc(C)n1CCN1CCN(S(=O)(=O)c2ccc(F)cc2F)CC1	-4%	4%	1.0	39	17%	2%	i	27	0.2%	1.9%	0.5%
COc1ccccc1NC(=O)c1ccc(Cl)c(S(=O)(=O)NCc2ccco2)c1	.	5%	-1.5	60	.	-11%	i	4	.	2.0%	-0.2%[50 µM]
O=C(c1ccc(F)cc1F)N1CCC(N2CCC(C(=O)N3CCOCC3)CC2)CC1	7%	1%	1.3	64	9%	-3%	i	24	0.3%	1.0%	0.1%
O=C(NCc1ccccc1)N1CCC(CO)(Cc2cccc(F)c2)CC1	1%	9%	-1.1	59	22%	1%	i	40	-0.2%	3.2%	1.3%[50 µM]
N#Cc1ccc(C(=O)OCC(=O)Nc2cccc(S(=O)(=O)N3CCCCC3)c2)cc1	.	4%	-2.1	47	.	0%	i	39	.	3.5%	1.5%[50 µM]
COc1ccc(C(=O)N2CCC(n3nccc3NC(=O)C3CC3)CC2)cc1F	-2%	4%	2.8	73	16%	1%	i	8	-0.1%	-0.7%	-0.3%[50 µM]
Cc1c(Cl)c([N+](=O)[O-])nn1CCCC(=O)Nc1cccc(Cl)c1Cl	13%	12%	1.4	44	-13%	5%	i	28	-0.8%	0.9%	1.1%[50 µM]
CCOc1ccc(OCCCCn2ccnc2)cc1	1%	27%	-1.5	67	5%	2%	i	2	-0.2%	0.9%	1.3%[50 µM]
COc1ccc(C(=O)CSc2nnc(-c3ccc(C)cc3)o2)cc1	-12%	7%	0.9	80	1%	-3%	i	32	-0.3%	3.7%	0.1%
N#CCCN(Cc1ccccc1)C(=O)c1nccnc1C(=O)O	-4%	3%	-0.8	37	26%	-8%	i	48	0.3%	1.0%	1.2%
Cc1cccc(Cc2ccc(Cl)nn2)c1	-2%	3%	-0.9	40	19%	-1%	i	23	0.7%	1.3%	-1.1%
C=CCNc1nc(-c2ccc(O)c(C(N)=O)c2)cs1	7%	28%	-0.4	61	13%	2%	i	40	0.2%	3.6%	-0.1%
